aGlu spleen mod – lysosomal alpha-glucosidase (human) modulation | P10253 | Potency, µM (top dose mostly 79.9 µM), for the others: at the top dose activity change, negative = inhibition, actives largely listed as inhibitors | actives 0.006% (n = 240,000) | human spleen homogenate, 4-MU-alpha-glucoside fluorescence | AID 2112;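 note: potency is the fitted concentration of half-maximal effect; 0% = enzyme with vehicle and -100% = no enzyme basal signal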
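AC50 values come from Hill-equation fits of concentration-response data, normalized to no-enzyme and full-activity controls. Enzyme source: 1 ug human spleen homogenate; 1 mM fluorogenic 4-MU glucoside, pH 5.0 citrate buffer, 37 C, 40 min.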
GAA inh – blocks human lysosomal alpha-glucosidase; P10253; purified human GAA, 4-MU-alpha-glucoside fluorescence; Potency, µM (series often up to 76.9 µM), inactives show at the top dose activity change, negative = inhibition, most hits filed as inhibitors; actives 0.005% (n = 200,000); AID 1466;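 note: potency is the fitted concentration of half-maximal effect; plate controls were uninhibited enzyme wells for no effect and no-enzyme background for full effect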
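AC50 values come from Hill fits of compound titrations (up to 77 uM) against 4 nM human enzyme. Substrate 4-methylumbelliferyl-alpha-D-pyranoside at 400 uM, pH 5.0 citrate buffer, 20 min room temperature; fluorescence Ex 365/Em 440 after alkaline stop.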
LMNA splice mod – modulators of lamin A splicing; HeLa LMNA splicing GFP/RFP minigene ratio, 48 h; Potency, µM (highest dose often 46.1 µM), inactives show at the highest dose ratio change, negative = inhibition, hits mostly inhibitors; actives 0.01% (n = 200,000); active = well fitted inhibition curve with a large enough effect in the signal ratio, with a control signal flat, not every such curve was filed as active; inconclusive = small, poorly fitted or top-dose-only effect, or effect the other way, or a change in a side signal; the % refers to the signal ratio; note: potency is the fitted concentration of half-maximal effect; % is set by controls: 0 for no effect and ±100 for the full control effect
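S3 HeLa cells stably expressing lamin A-EGFP splicing minigene plus DsRed2, 600 cells/well, 48 h compound exposure at 37C. Laser-scanning cytometry; analysed as GFP (500-530 nm)/RFP (575-640 nm) total intensity ratio; 0.5% DMSO vehicle.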
GAA glycogen mod – inhibitors or activators of human alpha-glucosidase glycogen cleavage; P10253; recombinant GAA, glycogen substrate, Amplex Red glucose oxidase fluorescence; Potency, µM (doses to about 76.4 µM), for inactives: top-dose activity change, negative = inhibition, usual class: inhibitors; actives 0.38% (n = 300,000); AID 2100;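 note: potency is the fitted concentration of half-maximal effect; 0% = full enzyme reaction and -100% = no-enzyme basal signal; the screen sought inhibitors and activators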
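Recombinant enzyme (4 nM final) with compounds titrated up to 77 uM and bovine liver glycogen (30 ug) in citrate pH 5.0, 0.01% Tween-20, 37 C 40 min. Released glucose detected by Amplex Red/glucose oxidase (Ex 573/Em 610); AC50 from Hill fits.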
HTT cytoprotect – cytoprotection in Huntington HTT-Q103 PC12 cell model. PC12 HTT-Q103 induced, cytoprotection, ATP luminescence, 40 h. Potency, µM (titrated, usually from 56.4 µM), inactives show cytoprotection (ATP increase), actives largely listed as activators. actives 0.14% (n = 230,000);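 note: potency is the fitted concentration of half-maximal effect; % of control where 0% means no effect; nearly all actives have a fitted effect of over 45% in size; toxic huntingtin expression switched on by the ecdysone agonist tebufenozide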
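Cells were plated at 1500 per well in phenol red-free DMEM with 5% equine and 5% calf serum. Tebufenozide (100 nM final) and compounds were added, then ATPlite reagent, and luminescence was read.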
HTT aggregate – mutant huntingtin aggregation inhibition | PC12 HttQ103-GFP aggregates, Acumen cytometry, 40 h | Potency, µM (highest dose often 46.1 µM), for inactives: top-dose activity change, negative = inhibition, usual class: inhibitors | actives 1.1% (n = 220,000) | AID 1688; note: potency is the fitted concentration of half-maximal effect; % is set by controls: 0 for no effect and ±100 for the full control effect; nearly all actives have a fitted effect of over 60% in size
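Multiplexed with ATP-based cell death, this channel scores GFP aggregates in PC12 cells expressing inducible HTTex1-Q103-GFP. Induction used 100 nM tebufenozide; compounds were tested in concentration series.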
CBFb RUNX1 block – CBF-beta/RUNX1 interaction disruption; Q01196+Q13951; AlphaScreen CBFb-His/RUNX1-biotin binding, biochemical; Potency, µM (titrated, usually from 59.8 µM), for inactives: top-dose activity, negative = inhibition, actives largely listed as inhibitors; 230,000 tested, under 10 active; note: % of control where 0% means no effect
Target sequence (Q01196 whole entry, looked up): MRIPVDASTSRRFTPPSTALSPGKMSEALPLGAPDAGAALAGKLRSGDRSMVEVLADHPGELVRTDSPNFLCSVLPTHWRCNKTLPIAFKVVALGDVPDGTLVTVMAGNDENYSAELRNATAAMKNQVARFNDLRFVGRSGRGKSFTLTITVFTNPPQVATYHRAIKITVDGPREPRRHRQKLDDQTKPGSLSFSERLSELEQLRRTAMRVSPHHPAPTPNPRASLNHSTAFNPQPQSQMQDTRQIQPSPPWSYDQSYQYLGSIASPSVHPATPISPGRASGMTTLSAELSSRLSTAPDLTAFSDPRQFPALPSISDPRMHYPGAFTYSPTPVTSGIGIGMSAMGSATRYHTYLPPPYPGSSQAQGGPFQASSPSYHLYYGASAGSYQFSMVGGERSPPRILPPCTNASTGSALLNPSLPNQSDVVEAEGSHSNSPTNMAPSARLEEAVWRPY
Target sequence (Q13951 whole entry, looked up): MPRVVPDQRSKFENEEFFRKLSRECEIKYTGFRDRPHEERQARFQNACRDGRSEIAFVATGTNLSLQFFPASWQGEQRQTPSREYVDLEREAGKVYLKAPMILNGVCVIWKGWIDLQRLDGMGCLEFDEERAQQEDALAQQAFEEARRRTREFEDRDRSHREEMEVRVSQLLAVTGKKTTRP
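Room-temperature protein-protein interaction test with 30 nM each of His-tagged CBF-beta and biotinylated RUNX1, 15 min with compound, then 90 min with nickel plus streptavidin beads. Signal read in AlphaScreen mode.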
* = called active by the depositor; ? = inconclusive; . = not tested or not shown; & = joins results of further samples; [ ] = remark or other dose. Unless noted, calls come from the whole dose curve; as a rule, active = well fitted curve in the direction sought with a large enough effect; inconclusive = small, poorly fitted or top-dose-only effect, or another doubt; inactive = no such curve, though single readings can be large; an effect the other way counts as inactive or inconclusive.

nr	smiles	aGlu spleen mod	HTT aggregate	GAA inh	HTT cytoprotect	CBFb RUNX1 block	GAA glycogen mod	LMNA splice mod
1	Cc1nc2nc(C)c(CCC(=O)NCCCN3CCN(c4cccc(Cl)c4)CC3)c(C)n2n1	-6.8%&-9.4%	-14.5%&-3.5%	3.0%&-6.8%	-31.5%	-0.8%&9.3%	?	?
2	CC(C)(Oc1ccc(Cl)cc1)C(=O)Nc1ccc2oc(-c3ccncc3)nc2c1	-3.3%	6.4%	-3.9%	-11.7%[0.074 µM]	5.9%	-1.4%	-3.3%
3	CC1Cc2ccccc2N1C(=O)COC(=O)C1=COCCO1 (centres undefined)	-5.0%	-5.0%	4.6%	7.7%	14.5%	5.3%	12.7%
4	CC/C(Cc1ccccc1)=N\NC(=O)c1cc(C)oc1C	-5.6%	13.7%	2.4%	11.9%[10 µM]	-3.3%	-21.5%	-2.9%
5	COc1ccc(CCNC(=O)c2[nH]c(C)c(C(C)=O)c2C)cc1OC	-0.9%	5.5%	3.6%	17.3%[10 µM]	-0.5%	1.2%	-2.6%
6	Cn1c(SCc2ccc(Br)cc2)nnc1-c1ccccn1	-4.7%	4.3%[9.22 µM]	.	21.9%[10 µM]	2.3%	0.6%	.
7	CCNC(=S)NNC(=O)c1nn(C)c(C)c1Cl	-2.7%	14.2%	-1.3%	.	15.1%	-9.3%	.
8	Cc1nnc2c(NC3CCCC3)nc3ccccc3n12	-4.8%	2.4%	-2.6%	-28.1%	2.9%	-9.8%	.
9	O=C(NC(=S)Nc1cccc(NC(=O)c2ccccc2)c1)c1cccc([N+](=O)[O-])c1	-0.5%	4.1%	3.1%	4.3%[10 µM]	-8.8%	-12.4%	-13.4%
10	Cc1ccc(NC(=O)C(=O)NCc2ccc(/C=N/NC(=O)c3c(C)nc4ccccn34)o2)cc1	1.6%	2.5%	-4.4%	-1.4%[10 µM]	1.4%	5.4%	-7.6%
11	CC(C)C(=O)N(c1ccc2oc(=O)sc2c1)S(=O)(=O)c1ccccc1	-5.1%	29.8%[9.22 µM]	9.8%	?	-9.9%	-2.6%	-26.1%
12	COc1ccccc1NC(=O)N1c2ccc(F)cc2CCC1C (centres undefined)	4.1%	?	2.8%	5.3%	?	-20.4%	12.2%
13	c1ccc2sc(-c3ccc4c(c3)OCO4)nc2c1	7.6%	18.3%	-4.7%	-90.2%[inhibitor]	15.6%	-14.4%	?
14	N#CC1=C(N)N(c2ccccc2C#N)C2=C(C(=O)CCC2)C1c1ccsc1 (centres undefined)	-6.4%	0.3%	?	-2.6%	?	0.1%	3.6%
15	CCOC(=O)N1CCN=C1SCc1ccc(C(F)(F)F)cc1	.	-9.6%	-0.7%	-16.4%	-6.8%	3.3%	-15.6%[46 µM]
16	O=C(CSc1ncn(-c2ccccc2)n1)Nc1ccc2c(c1)OCCO2	-3.1%	-8.5%	-18.0%	-1.6%	7.4%	3.1%	7.4%
17	Cc1csc(NC(=O)CSc2nnc(-c3cccs3)n2C)n1	4.1%	5.4%	1.2%	-12.3%	0.9%	-3.8%	-1.6%
18	COCCn1c(=S)[nH]c2cc(C(=O)N3CCC(C(N)=O)(N4CCCCC4)CC3)ccc2c1=O	-7.6%	-7.3%	0.4%	17.6%[0.074 µM]	10.3%	5.4%	6.4%
19	Cc1ccc(NS(=O)(=O)c2ccc(C)c(NC(=O)COc3ccc4ccccc4c3)c2)c(C)c1	0.6%	-29.4%	-25.3%	-44.7%[inhibitor]	-8.9%	-13.9%	-1.2%[46 µM]
20	O=C(Oc1ccc2ccccc2c1Br)N1CCCCCC1	-23.5%	?	1.9%	-15.4%	19.5%	-5.7%	?
21	Cn1cccc1/C=N/NC(=O)c1ccc(OC(F)(F)C(F)F)cc1	0.5%	?	4.8%	.	-2.5%	-4.5%	8.9%
22	C[C@H](NC(=O)C1(c2ccccc2)CCN(C(=O)[C@H]2CSCN2C(=O)OC(C)(C)C)CC1)C(=O)O	-11.2%&4.3%	1.6%	3.2%	0.4%	2.5%&7.8%	7.2%&2.2%	8.7%
23	CC(=O)Nc1ccc(OCC(O)CN2CCN(c3ccc(Cl)cc3)CC2)cc1 (centres undefined)	-6.0%	1.7%	1.3%	34.3%[10 µM]	5.2%	-12.4%	?
24	CNC(=O)C1(CC(C)C)C=CCN1C(=O)c1ccccc1 (centres undefined)	5.5%	.	.	6.4%	-2.6%	.	.
25	COc1ccccc1NS(=O)(=O)c1cc(C(=O)NCCN2CCOCC2)ccc1Cl	0.6%	-10.3%	?	-14.9%	13.0%	-5.0%	-9.4%

Looked up by structure from the list above, two records:
nr	smiles	aGlu spleen mod	HTT aggregate	GAA inh	HTT cytoprotect	CBFb RUNX1 block	GAA glycogen mod	LMNA splice mod
25	COc1ccccc1NS(=O)(=O)c1cc(C(=O)NCCN2CCOCC2)ccc1Cl	0.6%	-10.3%	?	-14.9%	13.0%	-5.0%	-9.4%
5	COc1ccc(CCNC(=O)c2[nH]c(C)c(C(C)=O)c2C)cc1OC	-0.9%	5.5%	3.6%	17.3%[10 µM]	-0.5%	1.2%	-2.6%

A draw from above in order of molar mass, descending:
nr	smiles	aGlu spleen mod	HTT aggregate	GAA inh	HTT cytoprotect	CBFb RUNX1 block	GAA glycogen mod	LMNA splice mod
22	C[C@H](NC(=O)C1(c2ccccc2)CCN(C(=O)[C@H]2CSCN2C(=O)OC(C)(C)C)CC1)C(=O)O	-11.2%&4.3%	1.6%	3.2%	0.4%	2.5%&7.8%	7.2%&2.2%	8.7%
18	COCCn1c(=S)[nH]c2cc(C(=O)N3CCC(C(N)=O)(N4CCCCC4)CC3)ccc2c1=O	-7.6%	-7.3%	0.4%	17.6%[0.074 µM]	10.3%	5.4%	6.4%
16	O=C(CSc1ncn(-c2ccccc2)n1)Nc1ccc2c(c1)OCCO2	-3.1%	-8.5%	-18.0%	-1.6%	7.4%	3.1%	7.4%
6	Cn1c(SCc2ccc(Br)cc2)nnc1-c1ccccn1	-4.7%	4.3%[9.22 µM]	.	21.9%[10 µM]	2.3%	0.6%	.
17	Cc1csc(NC(=O)CSc2nnc(-c3cccs3)n2C)n1	4.1%	5.4%	1.2%	-12.3%	0.9%	-3.8%	-1.6%
15	CCOC(=O)N1CCN=C1SCc1ccc(C(F)(F)F)cc1	.	-9.6%	-0.7%	-16.4%	-6.8%	3.3%	-15.6%[46 µM]
7	CCNC(=S)NNC(=O)c1nn(C)c(C)c1Cl	-2.7%	14.2%	-1.3%	.	15.1%	-9.3%	.
13	c1ccc2sc(-c3ccc4c(c3)OCO4)nc2c1	7.6%	18.3%	-4.7%	-90.2%[inhibitor]	15.6%	-14.4%	?

(listing goes on)
nr	smiles	aGlu spleen mod	HTT aggregate	GAA inh	HTT cytoprotect	CBFb RUNX1 block	GAA glycogen mod	LMNA splice mod
26	COc1ccc(CCNc2nc(-c3sc(N)nc3C)cs2)cc1OC	6.1%	-4.9%	-4.6%	7.9%	-25.4%	?	-11.2%
27	Cc1ccc2oc(=O)c3cc(C(=O)Nc4cc(-c5cccc(F)c5)no4)sc3c2c1	-1.7%	-15.4%	3.0%	.	-4.3%[2.36 µM]	-2.0%	?
28	Clc1cccc(Cl)c1COn1nnc2ccccc21	3.5%	5.0%	-7.9%	0.6%[10 µM]	6.2%	9.5%	?
29	CCc1ccccc1NC(=O)c1cc(-c2ccc(F)cc2)on1	-20.2%	-0.5%	-0.6%	-14.1%	0.8%	0.8%	6.0%[46 µM]
30	C=CCC(NCc1ccco1)c1ccc(OC)cc1OC (centres undefined)	-6.4%	3.0%	-0.2%	-14.3%	3.0%	1.3%	1.0%
31	Cc1nn(-c2ccccc2)c(N)c1N=Nc1ccc2ccccc2c1	-4.8%	2.9%	-14.2%	.	?	-12.5%	-3.2%
32	CCN(CC)C(=O)COc1ccc(N(C)S(=O)(=O)c2ccc(NC(C)=O)cc2)cc1	-3.4%	14.8%[9.22 µM]	.	25.9%[10 µM]	-6.0%	-15.5%	.
33	COc1ccccc1-c1nc(NCc2ccccc2)c2ccccc2n1	2.7%	.	.	-50.0%[inhibitor]	.	.	?
34	CCOc1ccc2c(c1)N(C(=O)CN1C(=O)CCC1=O)C(C)(C)C=C2C	-4.8%	16.7%	3.4%	-21.5%[10 µM]	1.4%	6.6%	7.2%
35	CCCCC1=CC2=C(c3ccco3)C(=O)C(C)(OC(=O)c3ccc(OC)cc3)C(=O)C2=CN1CCCOC(C)C (centres undefined)	3.3%[17.4 µM]	-18.0%[9.22 µM]	.	-23.3%&29.3%[10 µM]	3.3%[13.1 µM]	8.7%	20.7%[9.22 µM]
36	NNC1=N[C@H]2CS(=O)(=O)C[C@H]2S1	-11.4%	-11.2%	-8.5%	10.3%[10 µM]	-1.4%	4.9%	-9.4%
37	Cc1csc(SC(C)C(=O)NCC(=O)Nc2ccc(F)c(F)c2F)n1 (centres undefined)	1.6%	-8.5%	-4.6%	-2.3%	6.5%	-8.2%	.
38	C=C(C)C1CC=C(C)/C(=N/NC(=S)Nc2ccccc2)C1 (centres undefined)	-1.7%	-4.9%	-2.5%	.	7.5%	-3.6%	?
39	Cc1cccc(N2CCN(c3cc(C)nc4nnnn34)CC2C)c1 (centres undefined)	-6.7%	15.3%	-1.3%	1.2%[1.9 µM]	11.4%	-11.2%	0.2%
40	Cc1ccc(C(=O)N2CCC3(CC2)Oc2ccc(Cl)cc2C(=O)C32CC(c3ccccc3)=NO2)s1 (centres undefined)	-8.5%	-4.3%[9.22 µM]	.	19.4%[10 µM]	4.5%	1.7%	.
41	Cc1ccc(S(=O)(=O)N2CCC(=O)N(C(COCc3ccc(Cl)cc3)C(C)C)CC2)cc1 (centres undefined)	-3.5%	-12.1%	-10.5%	.	6.6%[2.36 µM]	2.7%	?
42	O=C1CC(N2CCC(c3nc4ccccc4o3)CC2)C(=O)N1c1cc(Cl)cc(Cl)c1 (centres undefined)	-5.6%	5.2%[9.22 µM]	-3.6%	-24.8%	-4.1%	-0.2%	-20.3%
43	CCOC(=O)CN1C(=N)N(c2nc(NC(C)C)nc(NC(C)C)n2)CC1=O	0.4%	-3.3%	-2.3%	18.5%[10 µM]	-1.4%	-4.6%	0.2%
44	CCS(=O)(=O)c1ccc(C(=O)NC)c(Cl)c1Cl	-4.2%	16.7%	-7.0%	-5.4%	-2.0%	-7.6%	.
45	COc1ccc(C(NC(=O)CNC(C)=O)C(=O)Nc2ccc3c(c2)OCCO3)cc1 (centres undefined)	-3.5%	2.4%	7.0%	-15.2%	2.3%	-24.3%	-4.2%

Source: PubChem BioAssay
